Screening data (PubChem BioAssay)
CHO-K1 Ca PAM: nonselective calcium activators in parental CHO-K1 cells, primary screen, counter-screen for M1 PAM project, cell-based, Fluo-8 calcium fluorescence, full deck, 1536-well. actives 0.02% (n = 360,000). AID 602247, 2012. activation, % at 3 µM. ATP EC20; 0% at ATP EC20, 100% at ATP max;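 active means activation above the run cutoff, the mean activation of all test compounds plus 3 SD, cut at about 40% in these data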;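 further: peak over basal fluorescence ratio in a 140 s read after ATP addition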
CHO parental Ca: ATP-evoked calcium signal inhibitors, parental CHO, primary screen, counter-screen for OX1R antagonist project, cell-based, fluorescence, Fluo-8 calcium dye. parental CHO-K1, ATP-induced calcium, Fluo-8 fluorescence. inhibition, % at 5.6 µM. actives 0.63% (n = 330,000);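 active means inhibition above that plate's mean sample inhibition plus 3 SD, cut at about 26% in these data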;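 further: 0% = ATP-challenged DMSO wells and 100% = DMSO wells without ATP; some compounds past the cut are filed as inactive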
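Test system: untransfected parental CHO cell line. Compound: one dose, 5.6 µM nominal. Detection: intracellular calcium via Fluo-8 no-wash fluorescent dye. Measure: % inhibition. Benchmarks: ATP-challenged DMSO wells low, unchallenged DMSO wells high.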
OXTR potentiator: human OXTR potentiators, primary screen, fluorescence, CHO-OTR cells, Fluo-8 calcium; Fluo-8 calcium fluorescence, potentiator mode; 0% = oxytocin EC15, 100% = EC100; activation, % at 3 µM; actives 0.061% (n = 320,000);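 active means activation above that plate's cutoff, the mean activation of tested compounds plus 3 SD, cut at about 6.6% in these data, passing the limit was not always enough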;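 further: 100% uses oxytocin at 75 nM as the full agonist control; some results filed as inactive read as strong as hits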
Target sequence (P30559 whole entry, looked up): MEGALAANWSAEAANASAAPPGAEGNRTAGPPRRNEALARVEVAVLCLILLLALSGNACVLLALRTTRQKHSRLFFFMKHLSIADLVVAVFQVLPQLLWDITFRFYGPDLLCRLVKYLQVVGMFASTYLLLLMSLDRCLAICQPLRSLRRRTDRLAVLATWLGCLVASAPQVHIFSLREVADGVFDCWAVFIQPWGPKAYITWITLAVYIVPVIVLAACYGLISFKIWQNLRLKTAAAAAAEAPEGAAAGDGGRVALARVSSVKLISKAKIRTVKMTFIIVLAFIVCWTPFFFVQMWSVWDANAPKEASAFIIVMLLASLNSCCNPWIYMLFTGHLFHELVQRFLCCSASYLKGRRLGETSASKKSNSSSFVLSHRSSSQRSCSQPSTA
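Assay system: CHO cell line stably expressing human OTR | Also added: Oxytocin at about EC15, sub-maximal agonist stimulus | Times: Compound 6 min at room temperature before oxytocin, 100 s read | Measured by: Fluo-8 intracellular calcium fluorescence, ex 470-495, em 515-575 nm | Controls: EC15 oxytocin alone as 0%, 75 nM oxytocin as 100%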
CHO-K1 Ca antag: M1 antagonist counterscreen hit in parental CHO-K1 cells; ATP-induced calcium, Fluo-8 fluorescence; inhibition, % at 3 µM; actives 0.6% (n = 360,000);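 active means inhibition above a per-plate cutoff, the plate's mean sample inhibition plus 3 SD, cut at about 24% in these data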;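 further: 0% = DMSO plus EC80 ATP and 100% = DMSO alone without ATP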
CHO-K1 Ca ag: counter-screen for M1 agonists: effect in parental CHO-K1 cells. activation, % at 3 µM. AID 602248, 2012. actives 0.48% (n = 360,000). Fluo-8 calcium fluorescence; scaled to maximal ATP response, vehicle zero; in the data active means activation above about 15%;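 further: untransfected CHO-K1 host cells lacking M1 receptor as counterscreen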
V1aR counter: agonists of human V1a receptor, primary screen, counter-screen for OXTR agonist project, fluorescence, CHO-V1R cells; Fluo-8 calcium fluorescence, agonist mode; 0% DMSO, 100% 3 nM vasopressin; activation, % at 3 µM; actives 0.25% (n = 320,000); AID 2797, 2010;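 active means activation above the mean activation of all tested compounds plus 3 SD, per screening run, cut at about 20% in these data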;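 further: signal is peak over basal fluorescence ratio across a 100 second FLIPR read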
Target sequence (P37288 whole entry, looked up): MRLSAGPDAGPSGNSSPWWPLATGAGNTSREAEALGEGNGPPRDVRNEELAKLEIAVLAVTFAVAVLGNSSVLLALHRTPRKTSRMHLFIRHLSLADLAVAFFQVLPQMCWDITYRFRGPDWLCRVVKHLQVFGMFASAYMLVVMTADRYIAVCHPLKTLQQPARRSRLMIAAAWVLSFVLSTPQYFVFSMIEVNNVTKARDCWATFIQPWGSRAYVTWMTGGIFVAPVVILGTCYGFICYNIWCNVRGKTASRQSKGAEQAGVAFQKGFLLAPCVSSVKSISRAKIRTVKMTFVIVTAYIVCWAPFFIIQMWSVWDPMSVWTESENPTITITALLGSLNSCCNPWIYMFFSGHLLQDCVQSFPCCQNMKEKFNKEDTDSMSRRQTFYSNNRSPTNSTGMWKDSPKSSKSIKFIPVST
M1 ag: human M1 muscarinic receptor agonists, primary screen, Fluo-8 calcium fluorescence, CHO-K1 cells, HTS; actives 0.33% (n = 360,000); CHO-K1 hM1, agonist mode; 0% DMSO, 100% acetylcholine EC100; Muscarinic acetylcholine receptor M1 (Homo sapiens), P11229; activation, % at 3 µM; AID 588814, 2011;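 active means activation above the run's mean compound activation plus 3 SD, cut at about 16% in these data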;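 further: peak over basal fluorescence ratio within a 140 s kinetic read after compound addition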
TAAR1 antagonist: human TAAR1 antagonists, primary screen, Fluo-8 calcium fluorescence, CHO RD-HGA16 cells; Trace amine-associated receptor 1 (Homo sapiens), Q96RJ0; antagonist; inhibition, % at 3 µM; actives 1.5% (n = 360,000); AID 624466, 2012;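 active means inhibition above a per-plate cutoff, the mean inhibition of test compounds on that plate plus 3 SD, cut at about 49% in these data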;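 further: 0% = DMSO plus EC80 beta-PEA response and 100% = DMSO alone without agonist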
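Material: CHO RD-HGA16 cells bearing hTAAR1; compound dosing: one-point dosing, 3 µM nominal final; schedule: dye loading 75 min at 37 °C, then 30 min room temperature; measured by: calcium fluorescence with Fluo-8; control set: vehicle and agonist controls; replication: n of 1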
TAAR1 ag: human TAAR1 agonists, primary screen, Fluo-8 calcium fluorescence, CHO RD-HGA16 cells; vehicle wells 0%, saturating PEA agonist 100%; Trace amine-associated receptor 1 (Homo sapiens), Q96RJ0; actives 0.99% (n = 360,000); activation, % at 3 µM;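 active means activation above the mean activation of all test compounds in the run plus 3 SD, cut at about 38% in these data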
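test system = CHO RD-HGA16 cells carrying human TAAR1 plus Gα16 | schedule = 17-24 h seeding, 75 min 37 °C dye, 30 min RT | compound dosing = 3 µM single concentration | control set = DMSO and PEA EC100 | replicates = n 1 | signal = Fluo-8 fluorescence, 5 s baseline then 140 s kinetic read | measure = percent activation vs PEA EC100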
The depositor's hits bear a star; . = no result given.

SMILES | CHO-K1 Ca PAM | CHO parental Ca | OXTR potentiator | CHO-K1 Ca antag | CHO-K1 Ca ag | V1aR counter | M1 ag | TAAR1 antagonist | TAAR1 ag
CC1c2nc3ccccc3n2C(CC(=O)NCc2ccccn2)C(=O)N1Cc1ccccc1 (centres undefined) | 13 | -9 | -1 | -4 | 0.6 | -0.3 | -6 | -7 | 4
O=C(NCc1cn2ccsc2n1)c1cccc(C(F)(F)F)c1 | -2 | -20 | -5 | 14 | -0.1 | -0.2 | 1 | 4 | 0
Cc1sc2nc(-c3ccccc3)oc(=O)c2c1C | 19 | -18 | -1 | -4 | -0.3 | 0.3 | -3 | -6 | 1
CCCOC(=O)c1ccc(NC(=O)c2cc(OC)c(OC)c(OC)c2Br)cc1 | 18 | -18 | -6 | 4 | 2.6 | -0.6 | -4 | 16 | 7
CC(=O)N1c2ccc(S(=O)(=O)NCCC(=O)Nc3ccc(F)cc3)cc2CC1C (centres undefined) | -13 | -9 | -6 | 0 | 0.4 | 0.6 | -1 | -12 | 3
COc1ccc(NC(=O)CSc2nncs2)cc1S(N)(=O)=O | 31 | -1 | 3 | -19 | 2.4 | -0.1 | -2 | -21 | 1
O=C(COC(=O)[C@@H]1CC(O)CN1S(=O)(=O)c1ccccc1[N+](=O)[O-])Nc1ccc2ccccc2c1 (some centres undefined) | 7 | 1 | -2 | 17 | 6.0 | 4.1 | 0 | 68* | 25
O=C(Nc1ccc(O)cc1)/C(=C/c1ccco1)NC(=O)c1ccccc1 | 29 | -10 | -1 | -15 | 1.4 | 0.4 | -4 | -24 | -1
Cc1sc(NC(=O)c2oc3ccccc3c2C)c(C#N)c1C | 5 | -7 | 0 | -4 | 0.4 | 0.1 | -5 | . | .
Fc1cccc(-n2c(-c3ccco3)nc3nc4ccccc4nc32)c1 | -5 | -4 | -3 | 9 | 0.1 | 0.4 | -1 | 19 | 3
Cc1ccccc1OCC(=O)Nn1c(COc2ccccc2)nc2ccccc2c1=O | 11 | -16 | -9 | -4 | 2.6 | 0.2 | -1 | 38 | 9
COc1ccc(CCN2C(=O)c3ccncc3C2=O)cc1OC | 9 | -7 | -1 | -5 | 0.2 | 0.2 | -2 | 1 | 3
CS(=O)(=O)N(CC(=O)Nc1cc(Cl)ccc1Cl)c1ccccc1 | 15 | -11 | -5 | -5 | 1.2 | 0.1 | -5 | -3 | 5
CCNC(=O)O/N=C1\CCCCC1c1ccc([N+](=O)[O-])cc1[N+](=O)[O-] (centres undefined) | 2 | -3 | 10 | -3 | 5.1 | 0.2 | -4 | -6 | 2
CCN(CC)C(=O)[C@H]1C[C@H](CC(=O)NCc2ccc(OC)c(OC)c2)C(=O)N2CCc3c([nH]c4ccc(Cl)cc34)[C@]12C | 20 | -28 | . | -6 | 1.9 | . | -8 | -1 | 3
COc1ccc(CNc2ncc(-c3ccc(F)cc3)n2C)cc1OC | 11 | -12 | -15 | -4 | 1.2 | 1.6 | -8 | -13 | 1
CCNS(=O)(=O)c1ccc(CCC(=O)N2CCCC2)cc1 | 19 | 0 | -14 | -7 | 0.7 | 0.3 | -3 | -40 | 0
O=C(Nc1ccccn1)C1COc2ccccc2O1 (centres undefined) | 17 | -11 | -3 | -20 | 0.8 | -0.1 | -4 | -4 | -2
O=S1(=O)c2c(F)cccc2OC(COc2ccccc2)CN1CCc1ccc(F)cc1 (centres undefined) | -1 | . | . | 2 | 1.0 | . | -2 | 17 | 3
COc1ccc(CNCc2cccn2C)cc1 | 26 | -7 | -12 | -13 | 0.1 | 0.6 | -7 | 8 | 2
Cc1ccc2oc(=O)n(Cc3ccc(F)cc3)c2c1 | 10 | -4 | -10 | -17 | 1.0 | -0.5 | -8 | . | .
CC(=O)NCCOc1ccc2oc3ccccc3c2c1 | 15 | -6 | -5 | 0 | 3.0 | 4.7 | 3 | 5 | 4
O=C(COc1ccc(Cl)cc1)Nc1ccc2[nH]ncc2c1 | 13 | -8 | -1 | -6 | 2.3 | 1.7 | 2 | -1 | 4
O=C(NCc1ccccc1)C1Cc2c(-c3cccc(F)c3)ccnc2O1 (centres undefined) | 11 | . | . | 3 | 0.4 | . | -3 | -22 | 0
COc1ccc(C)cc1NC(=O)COC(=O)c1ccccc1SCC(=O)N1CCCC1 | 8 | -26 | 3 | -3 | 3.6 | -1.0 | -4 | 18 | 3
COc1ccc(NC(=O)C2=C(C)Nc3nc(CCCO)nn3C2c2ccc(OC)c(OC)c2)cc1 (centres undefined) | 18 | 0 | -1 | -9 | 0.2 | 0.5 | -7 | -7 | 5
CSc1nc2[nH]c3c(c2c2nncn12)CC(C)(C)OC3 | 14 | 5 | -2 | -6 | 0.0 | -0.3 | -1 | -7 | 6
O=C(Nc1ccc(Cl)cc1)Nc1nnc(CSCc2ccc(Cl)cc2)s1 | 20 | 0 | 5 | 1 | 0.4 | 1.0 | -3 | 5 | 3
CCOc1ccc(C(=O)N2CCCC(c3nc(-c4ccc(C)o4)no3)C2)cc1 (centres undefined) | -26 | -15 | 3 | -4 | 0.8 | 1.4 | -3 | -12 | 0
CC(C)(C)n1nc2c(c1NC(=O)c1cc3ccccc3o1)CSC2 | -9 | -11 | -8 | -15 | 0.2 | -0.9 | -2 | -8 | -1
COc1ccccc1C1C2=C(N=c3s/c(=C/c4cccc(OCC(=O)O)c4)c(=O)n31)c1ccccc1CC2 (centres undefined) | 39 | -9 | -4 | -7 | 0.8 | -0.4 | -8 | -29 | 0
CCOC(=O)c1cn(-c2c(Cl)cccc2Cl)c2cc(Cl)c([N+](=O)[O-])cc2c1=O | -6 | -10 | -8 | 1 | 3.6 | 0.7 | -7 | 30 | 10
Cc1ccc(NC(=O)c2nc[nH]c2C(=O)N[C@@H](CCCCNC(=O)OC(C)(C)C)C(=O)OC(C)(C)C)cc1 | 6 | -36 | -10 | -9 | 1.4 | 0.6 | -2 | 43 | 10
O=C(Nc1cccnc1)c1ccc(C(=O)Nc2cccnc2)cc1 | 9 | -8 | -7 | -17 | 0.8 | 0.5 | 1 | -11 | 2
CCc1nc2ccc(C(=O)Nc3ccc4c(c3)OCC(=O)N4)cn2c1N(CC)CCOC | 29 | . | . | -14 | 1.8 | . | -7 | -37 | 3
COc1cc(OC)c(NS(=O)(=O)c2ccc(Cl)c(C(=O)OC(C)C(=O)N3CCCC3)c2)cc1Cl (centres undefined) | 8 | -11 | -11 | 1 | 4.4 | 4.3 | -1 | 24 | 6
Cc1noc(NS(=O)(=O)c2ccc(NC(=O)/C=C/c3ccc(Br)cc3)cc2)c1C | 4 | . | . | -14 | 0.7 | . | 0 | -16 | 9
Cc1noc(C)c1NC(=O)N(C)C[C@H]1Oc2ccc(NC(=O)NC3CCCCC3)cc2C(=O)N([C@H](C)CO)C[C@@H]1C | 16 | -10 | 2 | -13 | 0.1 | 0.7 | -13 | -1 | 1
O=C(COC(=O)c1cccc(S(=O)(=O)N2CCCC2)c1)Nc1cccc(Br)c1 | -3 | . | . | -3 | 0.4 | . | -5 | -5 | 3
FC(F)(F)c1nnc2ccc(NCc3ccccc3)nn12 | 0 | -13 | -5 | 0 | 0.4 | 2.7 | -2 | 2 | 3

The last five compounds of the part above lead into the next:
SMILES | CHO-K1 Ca PAM | CHO parental Ca | OXTR potentiator | CHO-K1 Ca antag | CHO-K1 Ca ag | V1aR counter | M1 ag | TAAR1 antagonist | TAAR1 ag
COc1cc(OC)c(NS(=O)(=O)c2ccc(Cl)c(C(=O)OC(C)C(=O)N3CCCC3)c2)cc1Cl (centres undefined) | 8 | -11 | -11 | 1 | 4.4 | 4.3 | -1 | 24 | 6
Cc1noc(NS(=O)(=O)c2ccc(NC(=O)/C=C/c3ccc(Br)cc3)cc2)c1C | 4 | . | . | -14 | 0.7 | . | 0 | -16 | 9
Cc1noc(C)c1NC(=O)N(C)C[C@H]1Oc2ccc(NC(=O)NC3CCCCC3)cc2C(=O)N([C@H](C)CO)C[C@@H]1C | 16 | -10 | 2 | -13 | 0.1 | 0.7 | -13 | -1 | 1
O=C(COC(=O)c1cccc(S(=O)(=O)N2CCCC2)c1)Nc1cccc(Br)c1 | -3 | . | . | -3 | 0.4 | . | -5 | -5 | 3
FC(F)(F)c1nnc2ccc(NCc3ccccc3)nn12 | 0 | -13 | -5 | 0 | 0.4 | 2.7 | -2 | 2 | 3
CC(=O)Nc1cccc(C(=O)N/N=C/c2ccccc2F)c1 | -11 | 5 | -9 | 13 | -0.3 | 0.3 | -2 | 10 | 5
NS(=O)(=O)c1cccc(NC(=O)COC(=O)CNC(=O)c2ccc(-c3ccccc3)cc2)c1 | 4 | 6 | -9 | -1 | 0.2 | 0.5 | -4 | 14 | 3
CC(=O)NC1C(=O)N(C)c2ccc(Br)cc21 (centres undefined) | 9 | -10 | -2 | -11 | 0.2 | 0.6 | -3 | 7 | 6
COc1ccnc(N2CCN(c3ccc(Cl)cc3)CC2)c1C#N | 17 | -20 | -3 | -26 | 2.0 | 2.4 | -1 | 29 | 0
CCOC(=O)c1ccc(N(CC2CO2)S(=O)(=O)c2ccc(C)cc2)cc1 (centres undefined) | -2 | . | . | -9 | 1.4 | . | 3 | 17 | 5
CCOC(=O)c1c(C)[nH]c(NC(=O)Nc2c(C)n(C)n(-c3ccccc3)c2=O)c1C | 1 | -3 | 0 | -13 | 0.2 | 0.0 | -7 | -1 | 5
Cc1nnc(Nc2ccccc2F)s1 | 19 | -3 | 2 | -4 | 6.8 | 0.8 | 0 | -23 | 2
Cc1ccccc1-n1nc(C)c2cc(C(=O)NC3CC3)sc21 | 24 | -12 | -3 | -10 | 0.5 | -1.6 | -3 | -6 | 10
COc1ccc(CC(=O)Nc2sc3c(c2C(N)=O)CCCC3)cc1OC | -1 | -7 | -4 | -6 | 4.4 | 5.5 | -2 | 3 | -2
Clc1ccc(-n2ncc3c(NCC4CCCO4)ncnc32)cc1 (centres undefined) | 27 | -6 | -8 | -14 | 2.2 | 7.9 | 5 | 53* | 10
O=C(Nc1cc(Cl)ncn1)c1ccccc1 | -1 | 0 | -2 | -16 | 0.8 | 0.3 | 0 | -26 | 0
